# High-throughput results deposited in PubChem by several laboratories.
# Rin1 Abl inh = human Rin1-Abl interaction inhibition; 360,000 tested, 0.4% active; TR-FRET Rin1/Abl binding, biochemical; P00519+Q13671; inhibition, % at 7.35 µM; in the data active = inhibition above about 5%, passing the limit was not always enough
# eLon inh = inhibits E. coli Lon protease; inhibition, % at 7.94 µM; purified E. coli Lon protease, fluorescence polarization; P0A9M0; 360,000 tested, 0.42% active; in the data active = inhibition above about 13%, passing the limit was not always enough;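 note: 0% = enzyme with probe and DMSO and 100% = no enzyme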
# MLLE-PAM2 inh = inhibitors of microRNA-mediated deadenylation, human PABP1 MLLE binding | P11940 | GST-MLLE / FITC-PAM2 fluorescence polarization | inhibition, % at 20 µM | 360,000 tested, 0.36% active | AID 588489; in the data active = inhibition above about 35%, passing the limit was not always enough;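 note: plate controls were DMSO wells with GST-MLLE for no effect and wells lacking GST-MLLE protein for full effect; some results filed as inactive read as strong as hits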
# TbMetRS inhib = blocks T. brucei methionyl-tRNA synthetase activity | 360,000 tested, 0.4% active | purified T. brucei MetRS, ATP depletion, Kinase-Glo luminescence | inhibition, % at 11.9 µM | AID 624268;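 active = inhibition above a per-plate cutoff of the control wells' mean inhibition plus 3 SD, cut at about 5.5% in these data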;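 note: 0% = DMSO wells median and 100% = median of wells with control inhibitor compound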
#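 assay system = parasite MetRS enzyme | timing = 15 min preincubation, 2 h reaction, all 25 °C | evaluation = percent inhibition relative to median high and low control wells | medium = HEPES buffer containing pyrophosphatase, BSA, spermine, DTT | compound = single dose, 11.9 µM final nominal, 0.9% final DMSO | detection = Kinase-Glo luminescence, ATP depletion format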
# FAS-TE inh = blocks the thioesterase domain of human fatty acid synthase; P49327; recombinant FAS-TE, OMFH fluorogenic substrate, fluorescence endpoint; inhibition, % at 15 µM; 360,000 tested, 0.67% active; AID 602261;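 active = compounds whose normalised, plate-corrected inhibition of enzyme fluorescence in the single-dose primary screen is 50% or more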;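 note: 0% = DMSO with enzyme and 100% = substrate without enzyme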
# Neddyl block = cullin neddylation inhibition. 360,000 tested, 0.58% active. TR-FRET cullin neddylation, biochemical. AID 651699. calls only at 25 µM; in the data active = inhibition above about 36%
# Target sequence (P61081 whole entry, looked up): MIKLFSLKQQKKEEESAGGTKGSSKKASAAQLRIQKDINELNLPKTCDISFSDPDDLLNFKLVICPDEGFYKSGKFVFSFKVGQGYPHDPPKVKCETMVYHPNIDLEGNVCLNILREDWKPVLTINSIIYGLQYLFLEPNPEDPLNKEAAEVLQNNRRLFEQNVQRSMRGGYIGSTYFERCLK
# Target sequence (Q13564 whole entry, looked up): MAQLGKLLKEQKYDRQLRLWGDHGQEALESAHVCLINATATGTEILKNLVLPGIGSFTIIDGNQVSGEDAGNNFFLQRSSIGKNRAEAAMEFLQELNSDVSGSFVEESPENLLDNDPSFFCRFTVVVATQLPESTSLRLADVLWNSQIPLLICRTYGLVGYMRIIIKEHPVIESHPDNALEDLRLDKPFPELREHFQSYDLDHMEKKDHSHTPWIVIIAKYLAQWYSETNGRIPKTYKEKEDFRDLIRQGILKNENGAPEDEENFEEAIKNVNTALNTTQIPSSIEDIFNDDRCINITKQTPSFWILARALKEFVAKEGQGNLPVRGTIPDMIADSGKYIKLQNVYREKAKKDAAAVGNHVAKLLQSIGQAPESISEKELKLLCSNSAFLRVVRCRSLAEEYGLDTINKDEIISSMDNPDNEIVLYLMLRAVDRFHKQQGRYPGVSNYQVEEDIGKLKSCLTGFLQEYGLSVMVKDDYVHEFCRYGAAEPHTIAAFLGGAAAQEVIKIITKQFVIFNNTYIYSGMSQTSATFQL
# CSN deneddyl inh = CSN deneddylation inhibition. Q92905. inhibition, % at 12.5 µM. 360,000 tested, 0.38% active. Purified CSN, SCF-Nedd8-OG deneddylation, fluorescence polarization;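 active = pattern-corrected inhibition above about 35%, with an unprinted fluorescence ratio check between 0.5 and 1.5, limit read from the data, passing the limit was not always enough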;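 note: 0% = enzyme with substrate and 100% = substrate without enzyme; some results filed as inactive read as strong as hits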
# Target sequence (Q92905 whole entry, looked up, one chain of several): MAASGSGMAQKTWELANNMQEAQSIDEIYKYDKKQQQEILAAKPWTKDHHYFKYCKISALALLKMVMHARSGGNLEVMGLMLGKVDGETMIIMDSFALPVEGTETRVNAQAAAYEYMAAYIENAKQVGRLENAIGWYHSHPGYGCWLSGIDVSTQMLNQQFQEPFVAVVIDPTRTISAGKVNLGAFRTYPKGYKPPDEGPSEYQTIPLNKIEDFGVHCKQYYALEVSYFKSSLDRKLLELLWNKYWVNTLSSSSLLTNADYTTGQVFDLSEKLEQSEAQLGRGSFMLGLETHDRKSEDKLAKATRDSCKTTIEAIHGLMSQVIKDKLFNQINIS
#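 Assay system: purified human Csn5 enzyme expressed in HEK293T cells; Input: 0.24 nM Csn5 enzyme, final concentration; Reagent: 10 nM SCFSkp2-Nedd8OG; Compound dosing: 12.5 µM single point; Times: reaction 90 min, room temperature; Technique: fluorescence polarization readout.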
# MsrA act = bovine methionine sulfoxide reductase A activation | purified bovine MsrA, absorbance read-out | activation, % at 10.6 µM | 360,000 tested, 0.3% active | AID 602163; in the data active = activation above about 7.5%;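 note: 0% = vehicle and 100% = reference activator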
# MsrA inhibitor = inhibitors of bovine MsrA. 360,000 tested, 0.75% active. purified bovine MsrA, absorbance read-out. inhibition, % at 15.5 µM; in the data active = inhibition above about 4.5%;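 note: 0% = vehicle wells with enzyme and 100% = reference inhibitor wells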
# An asterisk follows results filed as active; i = inactive; . = no result given; + = active, no number. This is a random part of the collection, and some 4% of all compounds hit somewhere here.
1: Cc1ccc(C)c(NC(=S)N(CCN(C)C)C(C)c2ccccn2)c1 (configuration not stated)
2: Cc1c(-n2c(SCC(=O)N(C)C3CCS(=O)(=O)C3)nc3ccccc3c2=O)c(=O)n(-c2ccccc2)n1C (configuration not stated)
3: C=CCNC(=S)NNC(=O)CSc1nc2ccccc2s1
4: COc1ccc(CNC(=O)C2CCNCC2)cc1
5: C(=N/N1CCN(c2ccccc2)CC1)/c1ccncc1
6: CCCNC(=O)C1(C)CCCN(C(=O)/C=C/c2ccccc2)C1 (configuration not stated)
7: COc1ccc(C(=O)NCC(=O)N2CCN(c3ccc(F)cc3)CC2)cc1
8: COc1ccc(C(CNC(=O)c2cccc(S(=O)(=O)Nc3ccccc3OC)c2)N2CCCCC2)cc1 (configuration not stated)
9: Cc1cccc(N(C(=O)c2csnn2)C(C(=O)NC(C)(C)C)c2cccnc2)c1 (configuration not stated)
10: CCCCNC(=O)N(O)C1N(/N=C/c2ccccc2OC)C(=S)SC1(C)C (configuration not stated)

Screen / compound no.	1	2	3	4	5	6	7	8	9	10
CSN deneddyl inh	-1	0	2	0	-8	2	3	1	-1	1
eLon inh	2	-11	-12	0	6	6	2	7	0	-1
MsrA act	-2	-2	-3	-9	-10	-6	-2	-2	-3	-3
TbMetRS inhib	0.4	1.0	7.6*	-1.5	-1.4	-0.1	0.1	-0.5	0.3	-0.8
FAS-TE inh	-3	-5	-4	-10	1	-8	-5	6	-5	-4
Rin1 Abl inh	-5	-2	0	2	-5	3	-1	1	3	1
Neddyl block	i	i	i	i	i	i	i	i	i	i
MsrA inhibitor	1.5	-1.0	-0.1	0.7	2.0	0.4	1.0	-0.5	-1.6	1.9
MLLE-PAM2 inh	16	25	-33	0	9	6	13	8	-5	16

11: Cc1cc(NC(=O)COC(=O)CCNS(=O)(=O)c2ccccc2)n(-c2ccccc2)n1
12: CC(NC(=O)COC(=O)CCc1ccccc1)c1ccccc1 (configuration not stated)
13: CN(C)c1ccc(/C=N/NC(=O)C2CC2c2ccccc2)cc1 (configuration not stated)
14: O=C(/C=C/c1cccc([N+](=O)[O-])c1)NCCSCc1ccc(Cl)cc1
15: Cc1cc(C)n(C(=O)CNC(=O)c2ccc(Cl)cc2Cl)n1
16: COc1cc(OC)cc(-c2c(C#Cc3ccsc3)c3cc(-c4ccc(OC)c(F)c4)ccc3n2C)c1
17: COC(=O)[C@@]12C[C@@H](CC(=O)NCc3ccc(C)o3)C(=O)N(Cc3ccccc3)C1=CCC(C)(C)C2
18: C=CCOn1c(=O)c(-c2ccc(F)cc2)[n+]([O-])c2ccccc21
19: O=C(O)Cc1ccc(NC(=S)NCc2ccco2)cc1
20: Cc1ccc(NC(=O)COc2coc(CN3CCN(Cc4ccccc4)CC3)cc2=O)cc1

Screen / compound no.	11	12	13	14	15	16	17	18	19	20
CSN deneddyl inh	12	0	2	-4	-5	2	5	2	-7	0
eLon inh	3	6	3	0	8	-13	.	-11	11	-6
MsrA act	-2	-3	-4	-5	-1	-1	.	-3	-3	-11
TbMetRS inhib	-0.1	0.7	-0.5	1.0	1.1	-0.1	-1.0	-0.8	0.7	-0.8
FAS-TE inh	-7	-9	8	54*	-6	40	.	-1	-8	-7
Rin1 Abl inh	2	2	0	1	4	-3	.	2	-3	1
Neddyl block	i	i	+	i	i	i	i	i	i	i
MsrA inhibitor	-0.8	0.4	4.3	1.0	1.8	-0.9	0.6	0.4	1.2	-1.4
MLLE-PAM2 inh	-7	-25	13	3	0	10	.	4	4	-5

# Part of the list above, with bars between the fields:
No. | SMILES | CSN deneddyl inh | eLon inh | MsrA act | TbMetRS inhib | FAS-TE inh | Rin1 Abl inh | Neddyl block | MsrA inhibitor | MLLE-PAM2 inh
11 | Cc1cc(NC(=O)COC(=O)CCNS(=O)(=O)c2ccccc2)n(-c2ccccc2)n1 | 12 | 3 | -2 | -0.1 | -7 | 2 | i | -0.8 | -7
12 | CC(NC(=O)COC(=O)CCc1ccccc1)c1ccccc1 (configuration not stated) | 0 | 6 | -3 | 0.7 | -9 | 2 | i | 0.4 | -25
13 | CN(C)c1ccc(/C=N/NC(=O)C2CC2c2ccccc2)cc1 (configuration not stated) | 2 | 3 | -4 | -0.5 | 8 | 0 | + | 4.3 | 13
14 | O=C(/C=C/c1cccc([N+](=O)[O-])c1)NCCSCc1ccc(Cl)cc1 | -4 | 0 | -5 | 1.0 | 54* | 1 | i | 1.0 | 3
15 | Cc1cc(C)n(C(=O)CNC(=O)c2ccc(Cl)cc2Cl)n1 | -5 | 8 | -1 | 1.1 | -6 | 4 | i | 1.8 | 0
16 | COc1cc(OC)cc(-c2c(C#Cc3ccsc3)c3cc(-c4ccc(OC)c(F)c4)ccc3n2C)c1 | 2 | -13 | -1 | -0.1 | 40 | -3 | i | -0.9 | 10

# Later entries:
21: O=C(CSc1nnc2ccc(-c3ccc(F)cc3)nn12)N1CCOCC1
22: COc1ccccc1C(=O)OCC(=O)NC(=O)NC1CCCC1
23: CC(C)[C@H](NC(=O)C1(c2ccccc2)CCN(C(=O)OC(C)(C)C)CC1)C(=O)O
24: CCN(CC)c1ccc(NC(=O)CCNS(=O)(=O)c2ccc3c(c2)CCC(=O)N3)c(C)c1
25: CCN(CC)S(=O)(=O)c1ccccc1/C=N\O
26: COc1cccc(Oc2cn[nH]c2-c2ccc(OCC(=O)NN)cc2O)c1
27: CC(=O)CC[C@@H](C)O[C@@H]1OC(C)[C@H](O)CC1O (some centres not stated)
28: COc1ccc(Nc2nc(N)nc(CN3CCc4ccccc4C3)n2)cc1
29: Cc1nn(Cc2ccc(Cl)cc2)c(C)c1NC(=O)C1CC=CCC1C(=O)O (configuration not stated)
30: COc1ccc(OC(=O)c2cc3cc(Cl)ccc3oc2=O)cc1

Screen / compound no.	21	22	23	24	25	26	27	28	29	30
CSN deneddyl inh	-4	-3	1	-5	-6	-5	2	5	1	-1
eLon inh	-20	-8	3	-4	-8	6	1	5	3	-4
MsrA act	-2	-1	-9	-6	-9	-1	-5	-1	-1	-3
TbMetRS inhib	-0.2	-0.4	-1.9	-1.1	-1.7	-0.1	-0.5	-1.0	0.2	-0.4
FAS-TE inh	-5	-6	-9	-6	-8	-134	-10	0	-6	-5
Rin1 Abl inh	-1	3	2	1	3	3	2	1	-4	-1
Neddyl block	i	i	i	i	i	i	i	i	i	i
MsrA inhibitor	0.6	0.0	0.8	-0.2	2.8	-0.1	-0.4	-0.3	0.6	-0.1
MLLE-PAM2 inh	12	-13	3	-14	1	-68	3	6	2	-4

31: CC1CCCC/C1=N\NS(=O)(=O)c1ccc(Br)cc1 (configuration not stated)
32: COc1ccc(C(=O)NCC2(c3ccc(OC)c(OC)c3)CCCC2)cc1OC
33: COc1ccc(CNC(=O)CSc2nnnn2-c2ccc(O)cc2)cc1
34: Cc1nn(CC(=O)N(C)C2CCS(=O)(=O)C2)c(C)c1[N+](=O)[O-] (configuration not stated)
35: COc1cc(/C=N/NC(=O)c2cccc(N3CCCC3=O)c2)ccc1O
36: COc1ccc(/C=N/NC(=O)c2cccc(OC(F)(F)C(F)F)c2)cc1O
37: O=S1(=O)[C@H]2C[C@@H]3C=C[C@@]2(CN1Cc1cccc(C(F)(F)F)c1)O3
38: COc1ccc(OC2OC3COC(C)(C)OC3C(O)C2NC(C)=O)cc1 (configuration not stated)
39: CC(C)c1ccc(NC(=S)NC2CCN(Cc3ccccc3)CC2)cc1
40: COc1ccc(Cl)cc1N1C(=O)/C(=C/c2sccc2C)N=C1SCC(=O)NC1CC1

Screen / compound no.	31	32	33	34	35	36	37	38	39	40
CSN deneddyl inh	8	-4	3	-1	2	4	-3	-2	5	2
eLon inh	-7	4	1	-5	6	-4	9	-7	5	-6
MsrA act	5	-2	-5	-2	-4	-1	-6	-7	2	-5
TbMetRS inhib	-0.1	0.3	-1.1	-0.3	-0.7	0.8	-0.3	-1.5	-0.2	-0.1
FAS-TE inh	3	-7	-6	-5	-2	3	-6	-9	1	14
Rin1 Abl inh	2	0	-3	1	-4	2	4	4	-3	0
Neddyl block	i	i	i	i	i	i	i	i	i	i
MsrA inhibitor	-1.0	0.1	0.1	1.8	5.4*	1.5	0.2	0.2	-0.3	0.3
MLLE-PAM2 inh	3	5	-8	-23	-2	2	5	4	-20	-14

41: O=C(c1cccc(Oc2c(Cl)cccc2[N+](=O)[O-])c1)N1CCCCC1
42: CCc1ccc(N2CC(C(=O)N3CCCCCC3)CC2=O)cc1 (configuration not stated)
43: CC(=O)NC(c1ccc(N(C)C)cc1)c1cc(Cl)c2cccnc2c1O (configuration not stated)
44: COc1cccc(C(=O)NCc2ccc(-c3nc4ccccc4s3)cc2)c1
45: c1ccc2c(c1)CCN(Cc1nnnn1Cc1ccc3c(c1)OCO3)C2
46: CNc1ccc(/C=C2\COc3ccccc3C2=O)cc1[N+](=O)[O-]
47: CC(=O)Oc1ccc(OC(C)=O)c(S(=O)(=O)c2ccc(C)c(C)c2)c1
48: COc1ccc(-c2oc3ncn4nc(Cc5ccccc5)nc4c3c2-c2ccc(OC)cc2)cc1
49: CC1=NN(c2nc3ccccc3s2)C(O)(C(F)(F)F)C1 (configuration not stated)
50: COc1ccc(/C=N/Nc2ccc(C(=O)O)cc2)cc1Br

Screen / compound no.	41	42	43	44	45	46	47	48	49	50
CSN deneddyl inh	-4	0	-1	0	-4	2	-4	0	2	0
eLon inh	-8	-1	-3	5	-10	1	12	-11	-6	-10
MsrA act	-5	-6	-4	-3	0	-7	-2	-2	-1	-6
TbMetRS inhib	0.0	0.0	-0.3	-0.5	-1.7	-1.8	1.4	-0.6	0.4	-0.8
FAS-TE inh	2	-3	-5	-5	8	4	-4	23	-2	0
Rin1 Abl inh	1	3	6.6*	-2	3	-1	-2	3	0	4
Neddyl block	i	i	i	i	i	i	i	.	i	i
MsrA inhibitor	-1.0	1.5	-1.3	0.1	1.0	-1.4	-0.8	-0.4	0.3	3.5
MLLE-PAM2 inh	-4	-16	0	3	-6	7	-14	5	-7	25

51: CCC(c1nnnn1Cc1cccs1)N1CCN(c2nc3ccccc3s2)CC1 (configuration not stated)
52: COc1cc(OC)c(C(=O)NC23CC4CC(CC(C4)C2)C3)cc1OC
53: COc1cc(C(=O)Nc2cccc(-c3nc4cc(C)ccc4o3)c2C)cc(OC)c1OC
54: O=C(CSc1ccc2c(c1)OCCO2)NC(=O)Cc1ccccc1
55: COc1ccc(NC(=O)c2ccccc2Cl)c(NC(=O)c2ccco2)c1
56: CCc1nnc(NS(=O)(=O)c2ccc(NC(=S)NC(=O)c3ccccc3)cc2)s1
57: COC(=O)c1ccccc1NC(=O)NCC1CCCO1 (configuration not stated)
58: Cn1c(=O)c2c(nc(CN3CCN(C(=O)c4ccco4)CC3)n2CC(=O)C(C)(C)C)n(C)c1=O
59: COc1cccc(C2C=C(c3ccc(Br)s3)Nc3ncnn32)c1OC (configuration not stated)

Screen / compound no.	51	52	53	54	55	56	57	58	59
CSN deneddyl inh	0	-1	-1	4	9	5	-1	0	-2
eLon inh	1	-5	-6	-8	-3	7	-7	3	-34
MsrA act	-6	9.2*	-2	-1	-3	-7	-3	-5	-2
TbMetRS inhib	-0.4	0.0	-0.7	-0.6	0.0	-0.8	0.5	-0.3	-0.3
FAS-TE inh	23	4	-8	-7	-4	2	-12	-1	-8
Rin1 Abl inh	4	-1	0	-4	-1	-1	-2	0	-2
Neddyl block	i	i	i	i	i	i	+	i	i
MsrA inhibitor	1.4	-0.1	0.1	1.7	1.6	-0.9	0.8	-1.3	.
MLLE-PAM2 inh	13	-2	9	23	1	23	5	-2	22
